Tb MetRS inh – Trypanosoma brucei MetRS inhibition; 360,000 compounds, 0.4% hits; AID 624268; purified T. brucei MetRS, ATP depletion, Kinase-Glo luminescence; inhibition, % at 11.9 µM;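 active = inhibition above a per-plate cutoff of the control wells' mean inhibition plus 3 SD, cut at about 5.5% in these data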;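 note: 0% = DMSO wells median and 100% = median of wells with control inhibitor compound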
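Dosing: 11.9 µM single point; system: parasite MetRS enzyme; technique: luminescence of leftover ATP; times: 15 min enzyme-compound preincubation, 2 h reaction, 10 min detection, 25 °C; replicates: each compound tested once; read-out basis: percent inhibition relative to median high and low control wells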
Scp1 inh – blocks human Scp-1 phosphatase activity; Q9GZU7; Recombinant Scp1, phosphopeptide, malachite green phosphate absorbance; inhibition, % at 20 µM; 340,000 compounds, 0.88% hits;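 active = inhibition above about 50% at 20 µM, limit read from the data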;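 note: plate controls were DMSO wells with enzyme for no effect and wells lacking enzyme for full effect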
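Incubation: 45 min enzyme reaction at room temperature / System: truncated SCP-1 phosphatase (76-261aa) / Reagent: Phospho 17-mer peptide substrate / Buffer or medium: Acidic Tris acetate buffer with magnesium and detergent / Signal: absorbance at 630 nm / Doses: one concentration, 20 µM, with 1.0% DMSO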
NadD block – inhibitors of Staphylococcus aureus NadD | purified NadD enzyme, colorimetric absorbance read-out | inhibition, % at 20 µM | 360,000 compounds, 0.78% hits | AID 602399; in the data active = inhibition above about 26%; note: some compounds past the cut are filed as inactive
Rpn11 inh – Rpn11 (human) deubiquitinase inhibition; O00487; human 26S proteasome, Ub4-pepOG fluorescence polarization; 20S core pre-blocked with epoxomicin; calls only at 20 µM; 360,000 compounds, 0.59% hits;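 active = inhibition at 20 µM, scaled to each plate's controls, above about 33%, limit read from the data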
Target sequence (O00487 whole entry, looked up): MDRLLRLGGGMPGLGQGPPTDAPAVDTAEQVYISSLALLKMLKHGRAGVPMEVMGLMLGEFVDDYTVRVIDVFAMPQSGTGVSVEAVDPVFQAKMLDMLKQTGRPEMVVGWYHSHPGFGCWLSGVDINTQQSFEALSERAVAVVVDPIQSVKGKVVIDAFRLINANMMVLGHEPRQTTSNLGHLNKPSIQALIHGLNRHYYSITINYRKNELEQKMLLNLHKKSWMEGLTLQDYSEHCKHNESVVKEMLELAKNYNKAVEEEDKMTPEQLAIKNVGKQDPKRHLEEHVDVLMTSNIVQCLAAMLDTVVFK
MsrA inhibitor – inhibits bovine methionine sulfoxide reductase A | purified bovine MsrA, absorbance read-out | AID 651718 | 360,000 compounds, 0.75% hits | inhibition, % at 15.5 µM; in the data active = inhibition above about 4.5%;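 note: 0% = vehicle wells with enzyme and 100% = reference inhibitor wells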
LMPTP block – blocks human LMPTP phosphatase | 360,000 compounds, 0.22% hits | inhibition, % at 20 µM | P24666 | recombinant LMPTP-A, OMFP fluorogenic substrate, fluorescence intensity;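 active = compounds that cut the enzyme signal by at least half of the control window in the single-dose screen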;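 note: plate controls were DMSO wells with enzyme plus substrate for no effect and substrate without enzyme for full effect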
Target sequence (P24666 whole entry, looked up): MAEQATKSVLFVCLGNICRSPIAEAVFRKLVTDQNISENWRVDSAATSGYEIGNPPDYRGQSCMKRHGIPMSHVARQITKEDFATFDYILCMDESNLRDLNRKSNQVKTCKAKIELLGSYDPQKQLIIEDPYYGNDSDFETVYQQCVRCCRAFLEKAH
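test system = LMPTP-A | amount = 0.625 nM LMPTP-A final | reagent = fluorogenic phosphatase substrate OMFP at 400 µM final | incubation = 50 min at room temperature | benchmarks = no-enzyme low control, uninhibited high control | medium = Bis-Tris pH 6.0, DTT, detergent | signal = fluorescence intensity of OMFP turnover product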
DNMT1 inh – blocks human DNA methyltransferase DNMT1; inhibition (reported as % activation of signal), % at 10 µM; P26358; DNMT1 molecular beacon, Hinp1I cleavage, fluorescence; 360,000 compounds, 0.83% hits; in the data active = inhibition above about 50%
CSN inh – blocks human CSN-mediated cullin deneddylation; AID 651999; inhibition, % at 12.5 µM; Purified CSN, SCF-Nedd8-OG deneddylation, fluorescence polarization; 360,000 compounds, 0.38% hits;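 active = pattern-corrected inhibition above about 35%, with an unprinted fluorescence ratio check between 0.5 and 1.5, limit read from the data, passing the limit was not always enough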;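 note: 0% = enzyme with substrate and 100% = substrate without enzyme; some results filed as inactive read as strong as hits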
Target sequence (Q92905 whole entry, looked up, one chain of several): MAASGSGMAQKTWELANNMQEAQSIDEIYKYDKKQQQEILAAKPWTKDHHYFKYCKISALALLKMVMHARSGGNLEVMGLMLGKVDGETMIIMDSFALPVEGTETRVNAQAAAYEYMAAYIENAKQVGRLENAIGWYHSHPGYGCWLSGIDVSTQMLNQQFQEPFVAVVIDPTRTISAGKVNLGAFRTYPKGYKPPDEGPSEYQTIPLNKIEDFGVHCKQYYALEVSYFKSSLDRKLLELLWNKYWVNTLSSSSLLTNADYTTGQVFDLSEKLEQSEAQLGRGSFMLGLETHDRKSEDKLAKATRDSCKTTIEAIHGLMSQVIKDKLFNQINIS
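Test system: Human Csn5 produced in HEK293T cells | Compound: 12.5 µM single point | Times: 90 min, room temperature | Signal: Fluorescence polarization readout | Read-out basis: % inhibition of substrate cleavage by Csn5 | Controls: no-enzyme wells high, enzyme-with-substrate wells low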
SUMO1 PPI mod – alters human SUMO1 binding to SIM partners. P63165. SUMO1 binding to a labelled peptide, TR-FRET, 1 h. inhibition, % at 20 µM. 360,000 compounds, 0.33% hits. AID 602429; in the data active = inhibition above about 37%
Target sequence (P63165 whole entry, looked up): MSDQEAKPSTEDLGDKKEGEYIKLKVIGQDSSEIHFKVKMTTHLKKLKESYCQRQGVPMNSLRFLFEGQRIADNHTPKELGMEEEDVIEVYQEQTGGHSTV
STEP block – inhibitors of human striatal-enriched phosphatase STEP | recombinant STEP, OMFP fluorogenic substrate, fluorescence | inhibition, % at 20 µM | 360,000 compounds, 0.25% hits | AID 588621;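 active = inhibition at 20 µM, scaled per plate between control wells, above about 37%, limit read from the data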;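 note: 0% = DMSO with enzyme and substrate and 100% = substrate only without enzyme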
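Test system: STEP tyrosine phosphatase / Reagent: OMFP at 25 µM / Doses: 20 µM, 1% DMSO / Read-out: percent inhibition scaled to no-enzyme and uninhibited-enzyme controls, plate-pattern corrected / Detection: FITC-channel fluorescence of OMFP product / Medium: Bis-Tris buffer pH 6.0, 2.5 mM DTT, 0.005% Tween 20 / Schedule: 20 min at room temperature, dark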
Active calls of the source: *; i = inactive; / = no result given. No enrichment for hits (roughly 3.9% active in at least one column).

Tb MetRS inh	compound	Scp1 inh	NadD block	Rpn11 inh	MsrA inhibitor	LMPTP block	DNMT1 inh	CSN inh	SUMO1 PPI mod	STEP block
-0.5	COc1ccc(/C=C(\C#N)C(=O)OCCNC(=O)c2ccncc2)cc1	-3	-1	i	2.2	-1.0	-12	1	-23	1
-0.3	Cc1ccc(C(C)C)cc1S(=O)(=O)Nc1cccnc1	-14	-3	i	0.6	-0.1	6	-1	13	-4
-0.1	CCN(CC)CCNC(=O)c1ccc(NC2=NC3CS(=O)(=O)CC3S2)cc1 (stereo not drawn)	2	3	i	-0.9	-1.2	-2	2	0	2
0.9	CC(C)(C)c1ccc(-c2nc(-c3ccncc3)no2)cc1	-1	0	i	-0.5	4.1	0	-4	-1	5
-0.6	CC1CN(CCCCOc2ccc(Cl)c3ccccc23)CC(C)O1 (stereo not drawn)	3	-6	i	-0.8	-0.2	4	0	-4	0
-0.7	O=C(COc1ccccc1C(=O)O)Nc1ccc(SC(F)F)cc1	2	-3	i	-2.0	-0.3	1	-3	7	1
0.0	COC(=O)c1ccc(CN2C(=O)C3CCCCC3C2=O)o1 (stereo not drawn)	-3	-7	i	0.9	-0.5	0	0	4	-2
0.4	Cc1ccc(NC(=O)CN(C)CC(=O)NC2CCCc3ccccc32)cc1 (stereo not drawn)	7	1	i	1.3	-0.2	-1	-2	12	-2
-0.4	NS(=O)(=O)c1cccc(NC(=O)COC(=O)Cn2cnc3ccccc32)c1	-14	0	i	0.5	-0.3	3	5	6	0
-0.3	CCc1ccc(-c2cc(C)no2)cc1S(=O)(=O)NC(C)Cc1ccco1 (stereo not drawn)	-11	-12	i	0.2	0.4	0	3	4	2
0.1	COCCN(C(=O)c1ccco1)c1nc(-c2ccc(OC)cc2)cs1	/	-6	i	0.2	-0.1	-1	1	3	0
-0.5	C[C@@H](CO)NC(=O)c1ccc2c3n(nc2c1)-c1ccccc1CO3	-3	-2	i	0.3	-2.1	6	-1	-26	2
-0.2	CN(CC(=O)Nc1ccc(F)cc1[N+](=O)[O-])C1CCS(=O)(=O)C1 (stereo not drawn)	5	-2	i	0.0	-1.7	2	0	-25	0
0.4	CCC/C(C(=O)NCCO)=C1/c2ccccc2C(=O)N1c1ccccc1	-8	2	i	1.4	-0.4	5	-3	3	0
0.2	COCCN(C(=O)COC(=O)c1ccc2[nH]c(C)c(C)c2c1)c1c(N)n(Cc2ccccc2)c(=O)[nH]c1=O	4	5	i	-0.6	0.5	0	4	5	-2
-0.5	Cn1cccc1C(=O)OCC(=O)N1CCc2ccccc21	-6	-2	i	-1.2	-1.0	-4	-3	2	-2
-0.8	O=S(=O)(c1ccc(Cl)c(S(=O)(=O)N2CCCC2)c1)N1CCCC1	-2	0	i	-0.9	0.2	1	6	7	-1
-0.7	C/C(=N\Nc1cc(N2CCOCC2)nc(C)n1)c1ccc(F)cc1	-10	0	i	1.4	2.9	-1	1	4	1
-0.8	C/C=C/c1cnc2c(c1)C(=O)N([C@H](C)CO)C[C@@H](C)[C@@H](CN(C)C(=O)NC1CCCC1)O2	/	0	i	1.2	-1.7	1	2	-2	-2
-0.1	CCN(C(=O)C(C)Sc1ccc(S(=O)(=O)N2CCN(C)CC2)cn1)c1ccccc1 (stereo not drawn)	-5	-3	i	-0.1	-1.5	1	-1	2	2
-1.0	CCOC(=O)N1CCC(NC(=O)c2ccc3c(c2)N=C(CC)c2cc(C)ccc2S3)CC1	5	1	i	1.1	1.6	-8	1	3	0
0.1	CCCCNC(=O)C1CC(c2cccc(F)c2)=NO1 (stereo not drawn)	-4	0	i	1.7	-1.3	5	3	-5	2
-0.6	CCOc1ccccc1NC(=O)CSc1nc2ccccc2c(=O)n1CC1CCCO1 (stereo not drawn)	-7	-7	i	1.0	-0.2	0	0	4	22
0.2	COCOCCn1cc(CN2CCS(=O)(=O)N(Cc3ccc(-c4ccccc4)cc3)C(C(C)C)C2=O)nn1 (stereo not drawn)	/	-13	i	-1.2	0.5	1	2	1	-2
-0.4	COc1cc(NC(=O)COC(=O)C2CC(O)CN2S(=O)(=O)c2ccc(Cl)cc2)c(C)cc1[N+](=O)[O-] (stereo not drawn)	-5	-1	i	0.5	1.1	-8	-2	-17	-4
-0.2	COc1cc(OC)cc(C(=O)NCC(=O)NCCN2C(=O)S/C(=C\c3ccc4c(c3)OCO4)C2=O)c1	-3	-7	i	2.6	0.8	-3	5	-40	4
0.1	CC1CCCN(C(=O)C(=O)Nc2ccc3nc4n(c(=O)c3c2)CCCCC4)C1 (stereo not drawn)	-9	0	i	-0.8	-1.5	-5	-2	3	-2
0.7	COc1ccc(-c2nn(-c3ccccc3)cc2C(=O)OCC(=O)c2ccc(C)c([N+](=O)[O-])c2)cc1	-9	3	i	0.0	0.8	0	2	-1	-2
-0.1	Cc1ccc(OCC(=O)N2CCc3ccccc3C2)cc1	-5	0	i	-0.9	-0.1	-3	-4	3	0
0.7	CC1CCN(c2ccc3nnc(CCC(=O)N4CCN(c5ccccc5F)CC4)n3n2)CC1	-11	5	i	-0.1	0.0	1	-1	0	-1
-1.7	COc1cc(OC)cc(C(=O)Nc2ccc(NC(=O)c3ccco3)c(C)c2)c1	-1	9	i	0.5	-1.1	-8	4	-1	0
-0.7	O=C(CN(C(=O)CNC(=O)c1ccco1)c1cccc(F)c1)NC1CCCCC1	6	-3	i	0.0	-0.2	1	-1	1	0
-0.3	CCCCC(=O)Nc1ccc(C(=O)NNC(=O)c2cccs2)cc1	-5	3	i	-0.9	-0.6	-9	7	0	2
-0.4	CN(C)c1nc(C(=O)NN)nc(N(C)C)n1	-8	1	i	0.0	-0.7	2	0	-4	-4
-0.3	COc1cccc2cc(S(=O)(=O)c3ccc(C)cc3)/c(=N/NS(=O)(=O)c3ccc(C)cc3)oc12	-4	7	i	0.5	2.7	-3	-4	13	0
-0.1	CCN1C[C@@H]2[C@@H]3C(=O)N(C)C(=O)[C@@H]3[C@](C)(C1=O)N2C(=O)c1ccc(Br)cc1	-4	-1	i	-0.6	-1.5	4	-1	-1	0
0.5	Cc1ccccc1CC(=O)N1CCCc2ccccc21	-6	0	i	0.2	-0.9	3	2	-1	-2
-0.1	COC(=O)C1=C(C)OC(N)=C(C#N)C1c1cc(OC)c(OCC(N)=O)cc1Cl (stereo not drawn)	-7	4	i	1.2	-3.1	-5	-2	2	-4
-0.3	COC(=O)[C@@]12C[C@@H](CC(=O)N3CCSCC3)C(=O)N(Cc3ccco3)C1=CCC(C)(C)C2	/	/	/	-0.1	-0.9	/	-5	-5	/
-1.1	COc1ccc(NC(=O)CSc2nnc(-c3cccs3)n2C)cc1OC	-1	-6	i	-0.2	-0.3	-1	-1	0	-2
-0.6	O=C(c1ccoc1)N1CCN(c2cc(-c3cccnc3)nc3cc(-c4cccc(Cl)c4)nn23)CC1	/	3	i	-0.4	0.7	-7	32	7	5
0.6	NC(=O)c1cc(S(=O)(=O)NCc2cccc(Br)c2)cs1	-9	-4	i	-0.1	-0.2	-2	-3	10	6
-0.4	Cc1cc(C)n2nc(SCCC(=O)NCCc3ccccc3)nc2n1	9	-3	i	-0.4	-1.1	1	2	6	0
-1.4	Cc1cc(NC(=O)C2CCCCC2)nc2c1c(=O)oc1ccccc12	-4	-1	i	-0.1	2.5	-3	6	10	4
-0.3	Cc1ccc(NC(=O)COC(=O)CN2C(=O)C3CCCCC3C2=O)cc1C (stereo not drawn)	-3	6	i	0.5	0.1	4	-4	-2	-2
0.0	Cc1ccc(Cl)cc1NC(=O)c1cc2ccccc2cc1O	18	5	i	0.3	6.1	-8	4	10	19
-0.9	Cc1ccccc1NC(=O)C1Cc2ccccc2CN1C(=O)OCc1ccccc1 (stereo not drawn)	-2	-1	i	0.2	1.4	3	2	-1	3
-0.1	CC(C)(C)c1ccc(C(=O)N2CCC2(C)C(=O)Nc2ccc3nc[nH]c3c2)cc1 (stereo not drawn)	/	1	i	/	-1.0	-3	-1	4	-1
-1.1	C=C1C(=O)C23C(O)C1CCC2C12COC3(O)C(O)C1C(C)(C)CCC2O (stereo not drawn)	/	-3	i	-0.1	-1.6	-2	0	2	-1

11 successive entries from above:
Tb MetRS inh	compound	Scp1 inh	NadD block	Rpn11 inh	MsrA inhibitor	LMPTP block	DNMT1 inh	CSN inh	SUMO1 PPI mod	STEP block
-0.1	CCN1C[C@@H]2[C@@H]3C(=O)N(C)C(=O)[C@@H]3[C@](C)(C1=O)N2C(=O)c1ccc(Br)cc1	-4	-1	i	-0.6	-1.5	4	-1	-1	0
0.5	Cc1ccccc1CC(=O)N1CCCc2ccccc21	-6	0	i	0.2	-0.9	3	2	-1	-2
-0.1	COC(=O)C1=C(C)OC(N)=C(C#N)C1c1cc(OC)c(OCC(N)=O)cc1Cl (stereo not drawn)	-7	4	i	1.2	-3.1	-5	-2	2	-4
-0.3	COC(=O)[C@@]12C[C@@H](CC(=O)N3CCSCC3)C(=O)N(Cc3ccco3)C1=CCC(C)(C)C2	/	/	/	-0.1	-0.9	/	-5	-5	/
-1.1	COc1ccc(NC(=O)CSc2nnc(-c3cccs3)n2C)cc1OC	-1	-6	i	-0.2	-0.3	-1	-1	0	-2
-0.6	O=C(c1ccoc1)N1CCN(c2cc(-c3cccnc3)nc3cc(-c4cccc(Cl)c4)nn23)CC1	/	3	i	-0.4	0.7	-7	32	7	5
0.6	NC(=O)c1cc(S(=O)(=O)NCc2cccc(Br)c2)cs1	-9	-4	i	-0.1	-0.2	-2	-3	10	6
-0.4	Cc1cc(C)n2nc(SCCC(=O)NCCc3ccccc3)nc2n1	9	-3	i	-0.4	-1.1	1	2	6	0
-1.4	Cc1cc(NC(=O)C2CCCCC2)nc2c1c(=O)oc1ccccc12	-4	-1	i	-0.1	2.5	-3	6	10	4
-0.3	Cc1ccc(NC(=O)COC(=O)CN2C(=O)C3CCCCC3C2=O)cc1C (stereo not drawn)	-3	6	i	0.5	0.1	4	-4	-2	-2
0.0	Cc1ccc(Cl)cc1NC(=O)c1cc2ccccc2cc1O	18	5	i	0.3	6.1	-8	4	10	19

High-throughput results deposited in PubChem BioAssay by several laboratories.
